# HIV RNase H inh: inhibitors of HIV-1 reverse transcriptase RNase H. P04585. RT-RNase H RNA/DNA duplex cleavage, fluorescence. inhibition, % at 10 µM. 65,000 compounds, 1.9% hits. AID 565; in the data active = inhibition above about 50%
# RmlC RmlD mix: RmlC/RmlD inhibition, mixture screen. 110,000 compounds, 0.39% hits. AID 1532. inhibition, % at 5.5 µM. RmlC/RmlD coupled enzyme inhibition, 384-well mixture HTS; in the data active = inhibition above about 30%, passing the limit was not always enough; note: strong numbers were not always called active
# * = called active by the depositor; nt = not tested or not shown; & = joins results of further samples. Not all compounds are listed. The share of hits here may be higher or lower than overall.
# Sample of the layout, 4 compounds:
nr	molecule	HIV RNase H inh	RmlC RmlD mix
1	COc1ccc(OCCN(C)Cc2ccccc2)cc1	1	2
2	CCCCCOc1ccccc1C(=O)NCC(=O)O	-11	-3
3	COc1ccccc1CNC(=O)C1CC(c2ccccc2C(F)(F)F)=NO1 (centres undefined)	nt	7
4	CC(=O)NC(CCS(C)(=O)=O)C(=O)Nc1ccc(Oc2ccccc2)cc1 (centres undefined)	-3	-8

# Main list, from the start:
nr	molecule	HIV RNase H inh	RmlC RmlD mix
1	COc1ccc(OCCN(C)Cc2ccccc2)cc1	1	2
2	CCCCCOc1ccccc1C(=O)NCC(=O)O	-11	-3
3	COc1ccccc1CNC(=O)C1CC(c2ccccc2C(F)(F)F)=NO1 (centres undefined)	nt	7
4	CC(=O)NC(CCS(C)(=O)=O)C(=O)Nc1ccc(Oc2ccccc2)cc1 (centres undefined)	-3	-8
5	COc1ccc(Cn2c(C3CC3)nc3ccc(NC(=O)C4CC4)cc3c2=O)cc1	-6	0
6	CN1CCN(c2nc(NCCOC34CC5CC(CC(C5)C3)C4)nc(OCC(F)(F)F)n2)CC1	7	nt
7	COc1ccccc1-n1c(=O)[nH]c2c(C(N)=O)nc(C3CCCCC3)nc21	-15	7
8	Cc1ccccc1N(C(=O)CCC(=O)Nc1ccccn1)C(C(=O)NC(C)C)c1ccc(O)cc1 (centres undefined)	-5	8
9	CCCCC(=O)Nc1ccc(NC(=O)c2cc(OC)c(OC)c(OC)c2)cn1	1	-13
10	CCOc1ccc(-n2c(=O)[nH]cc(C(=O)N3CCCc4ccccc43)c2=O)cc1	-16	13
11	c1ccc(-n2nnnc2SCc2cccc3nsnc23)cc1	-10	-3
12	O=C(CCCOc1ccc(Cl)cc1Cl)N1CCC2(CC1)OCCO2	-14	0
13	COc1ccc(N2CCC(CNC(=O)Nc3ccc(C)c(C)c3)C2)cc1 (centres undefined)	4	nt
14	COc1cc(OC)c(C2C(C(=O)O)c3ccccc3C(=O)N2C)cc1OC (centres undefined)	1	-7
15	CCCCSc1nc2c(=O)[nH][nH]c(=O)c2n1Cc1ccccc1	nt	-15
16	CCOC(=O)N1CCN(S(=O)(=O)c2ccc(C)cc2)C1c1ccc(OC)cc1 (centres undefined)	-12	nt
17	CCOCCCNS(=O)(=O)c1ccc(-n2cnnn2)c(OC)c1	nt	-7
18	Cc1ccc2[nH]c(-c3cccc(N)c3)cc2c1	1	-35
19	Fc1ccccc1NC(=S)NCCc1ccccc1	nt	12
20	COc1ccc(-c2cnn3c4c(c(C)nc23)CCN4C(C)C)cc1OC	nt	19
21	Cc1ccccc1NC(=O)c1ccccc1NS(=O)(=O)c1cccc2cccnc12	nt	10
22	O=C1CC(Nc2ccc(N3CCOCC3)cc2)C(=O)N1C1CCCCC1 (centres undefined)	0	-10
23	O=C(NCCc1ccccc1)C1CCC(CNc2c(N3CCCCC3)c(=O)c2=O)CC1 (centres undefined)	nt	-11
24	CCn1c(SCC(=O)N2CCC(C(N)=O)(N3CCCCC3)CC2)nnc1-c1ccccc1	2	-60
25	CSc1nnc([C@@H](N)Cc2ccccc2)o1	-7	3
26	C(=N\n1cnnc1)/c1ccc2c(c1)OCO2	-9	8
27	c1cncc(C2CCCCN2)c1 (centres undefined)	nt	4
28	CC(=O)c1sc(NC(=O)c2cccc3ccccc23)nc1C	nt	-8
29	Cc1ccc(C(=O)N2CCOCC2)cc1S(=O)(=O)Nc1cccc(C)c1C	-4	-11
30	Cc1ccc(CN2CCN(CC(=O)N3CCc4ccccc4C3)C2=O)cc1	-11	-18
31	Cc1c(C(=O)NCc2cccnc2)sc2ncn(CC(=O)N3CCCCC3C)c(=O)c12 (centres undefined)	-16	-7
32	O=C(Cn1cnc2c(nnn2Cc2ccc(Cl)cc2)c1=O)c1ccccc1	nt	12
33	O=C(CCCN1C(=O)c2ccccc2C1=O)NC1=NCCS1	2	-22
34	Cc1ccc(-n2cnc3c(sc4nccc(N(C)C)c43)c2=O)cc1	-21	-3
35	CCCCC(=O)Nc1cccc(NC(=O)c2ccc3c(c2)OCO3)c1	6	-4
36	Clc1ccc(-c2nnc(C34CC5CC(CC(C5)C3)C4)o2)cn1	nt	5
37	Cc1oc(C(=O)O)cc1COc1ccc2c(C)cc(=O)oc2c1	-14	8
38	O=C(CCCn1c(=O)[nH]c2cc(Cl)ccc2c1=O)NCCCN1CCCC1=O	-5	-17
39	Cc1cc(C(F)(F)F)c2c(N)c(C(=O)Nc3cc(C)on3)sc2n1	1	-7
40	O=S(=O)(c1ccccc1)N(C1=NCCS1)S(=O)(=O)c1ccccc1	-32	7
41	O=C(O)CSCC(=O)Nc1cccc2ccccc12	-9	10
42	Cn1c(SCC(=O)NCc2ccccc2)nnc1-c1ccc(NC(=O)CCc2ccccc2)cc1	nt	15
43	Fc1ccc(NC(=S)N/N=C/c2ccc(F)c(F)c2)c(F)c1	nt	-15
44	Cn1c(=S)[nH]c2ccccc21	nt	-12
45	CCN(CC)S(=O)(=O)c1cccc(-c2nnc(SCc3nnc(-c4cccs4)o3)n2N)c1	4	-22
46	Cc1ccc(S(=O)(=O)c2nc(-c3ccccc3)oc2NCc2cccnc2)cc1	-3	-1
47	O=C(c1ccco1)N1CCN(C(c2cccs2)c2nnnn2C2CCCC2)CC1 (centres undefined)	nt	6
48	CCOC(=O)C1=C(C)NC(=O)NC1c1cc(Br)c(O)c(OC)c1 (centres undefined)	-8&24	6
49	O=C(c1nn2c(C(F)(F)F)cc(-c3ccc(F)cc3)nc2c1Cl)N1CCOCC1	-5	-12
50	CC(C)(C)c1ccc(C(=O)Nc2ccc(O)c3c(=O)cc(-c4cccc(Cl)c4)oc23)cc1	nt	-13
51	O=C(c1ccc(O)cc1)c1ccc(Cl)cc1	-24	-7
52	CCOC(=O)c1csc(NC(=O)C2CCCCC2)n1	-3	-11
53	Cc1nc2c(-c3ccccc3)c(C)[nH]n2c(=O)c1Cl	1	nt
54	O=C(NCc1ccccc1)C1=C[C@H](C2CC2)C[C@H](OCc2ccc(CO)cc2)O1	nt	8
55	O=C(CN1CCC(C(=O)c2ccc(Cl)cc2)CC1)Nc1ccc2c(c1)OCCO2	0	3
56	Cc1ccc(NC(=O)CSc2nnnn2-c2ccc3c(c2)OCO3)cc1C	nt	-13

# Next part:
nr	molecule	HIV RNase H inh	RmlC RmlD mix
57	CCCCc1cc(=O)oc2c(CN(C)C)c(O)ccc12	-10	72*
58	C=CCSc1nc(-c2ccccc2)c(C#N)c(=O)[nH]1	nt	9
59	C/C=C/c1ccc(Oc2nnnn2-c2ccc(C(=O)O)cc2)c(OC)c1	-31	10
60	COc1cccc2cc(C(=O)C3=C(O)C(=O)N(CCN4CCOCC4)C3c3cccs3)oc12 (centres undefined)	-8	7
61	CCOC(=O)N1CCN(C(=O)c2cn(CC(C)C)c(=O)c3c2c2ccccc2n3C)CC1	-3	-37
62	O=c1c2ccccc2n2nnnc2n1-c1ccccc1	-14	-14
63	Cc1ccc(N(CCCCN2C(=O)c3ccccc3C2=O)C(=O)c2cccs2)cc1	nt	-8
64	O=C(NCc1ccc(F)cc1)N[C@@H](Cc1ccccc1)C(=O)O	-8	13
65	CN(CP(=O)(O)C(O)c1ccccc1)S(C)(=O)=O (centres undefined)	-10	-17
66	CC1CN(C(=O)c2cc(S(=O)(=O)N3CCCC3)c(Cl)cc2Cl)CC(C)O1 (centres undefined)	4	7
67	O=C(CSc1nc(N2CCCCC2)nc(N2CCCCC2)n1)N1CCN(c2ccccc2)CC1	1	7
68	CC(C)c1ccc(C(=O)N2CCN(CCO)CC2)cc1	-1	4
69	CCn1c(Cc2ccccc2)nnc1SCC(=O)Nc1ccc(OC)cc1	nt	-7
70	O=C(COc1cccc(NC(=O)c2cccc([N+](=O)[O-])c2)c1)c1ccc(Br)cc1	nt	7
71	Cc1ccc(C(=O)NC(C)c2ccccc2)o1 (centres undefined)	nt	4
72	COc1ccc(N2C=C3C(=O)C(C)(OC(=O)CCc4ccccc4)C(=O)C=C3C=C2c2ccc(C#N)cc2)cc1 (centres undefined)	nt	7
73	CCCCn1nnnc1NCc1cccnc1	-3	-2
74	O=C1c2ccccc2C(=O)N1CC#CCN1CCN(C2CCCCC2)CC1	2	-21
75	Cc1nc(C(=O)N2CCOCC2)sc1C1(C)CC(c2ccccc2)=NO1 (centres undefined)	nt	7
76	COc1ccccc1C(=O)N1CCCC(c2nc(-c3cc(OC)c(OC)c(OC)c3)no2)C1 (centres undefined)	-4	-9
77	COc1cc(OC)cc(C(=O)N(Cc2nc(-c3cccc(C)c3)no2)C(C)C)c1	-5	-10
78	COc1ccc(C2C(C#N)=C(C)NC3=C2C(=O)CC(C)(C)C3)c(OC)c1 (centres undefined)	5	22
79	CCOC(=O)CCc1c(C)c2ccc(OCc3nn[nH]n3)c(C)c2oc1=O	-7	7
80	Cc1ccccc1NC(=O)c1cccc(OCc2c(C)noc2C)c1	nt	13
81	NC(=O)c1c(NC(=O)c2cc3ccccc3o2)sc2c1CCC2	23	-4
82	Cc1oc2c(CN3CCCC3)c(O)ccc2c(=O)c1-c1ccc(Cl)cc1	-4	nt
83	CCC(Oc1ccccc1)C(=O)N1CCN(c2ccccn2)CC1 (centres undefined)	2	-11
84	C#CCN1CC(C)/C(=N/O)CC1C (centres undefined)	-16	-15
85	COc1cccc(C(=O)NCc2nnc(SCC(=O)Nc3nccs3)n2-c2ccccc2)c1	0	7
86	COc1ccc(CCNC(=O)CN2CCN(S(=O)(=O)c3ccc(Cl)cc3)CC2)cc1OC	nt	-13
87	COc1ccc(CNc2oc(Cc3cccc4ccccc34)nc2C#N)cc1	-15	7
88	CCOc1cccc(CN2CCN(c3cccc(C(F)(F)F)c3)CC2)c1O	-8	-10
89	COc1ccc(OC)c(-c2oc3ccccc3c(=O)c2O)c1	-6	-1
90	CC[C@@H](C)[C@@H](C(=O)N1CCNCC1)n1cc(CCC(=O)O)nn1	nt	-7
91	COc1ccc(N/C(=C2\CCCC2=O)C2CCCCC2)cc1	nt	-2
92	COc1cc(CN(C)CCc2ccccn2)cc(OC)c1OC	-5	8
93	Brc1ccccc1-c1nnc(COc2cccc3cccnc23)o1	nt	-1
94	Cc1cc(C)n(-c2cc(=O)n(C)c(=O)n2C)n1	-4	4
95	Cc1nc(C)c(C(=O)C2=C(O)C(=O)N(CCN3CCOCC3)C2c2cccnc2)s1 (centres undefined)	-5	14
96	O=C1/C(=C/c2ccc(N3CCCC3)cc2)NC(=S)N1C1CC1	nt	-3
97	CCC(C)(C)n1nnnc1C(c1ccc2ncccc2c1)N1CCN2CCCC2C1 (centres undefined)	1	8
98	COc1ccc2c(c1)Cc1sc(NC(C)=O)nc1-2	47	7
99	O=C(N1CCCCC1)N1CCN(c2ccc(Cl)cc2)CC1	2	-10
100	CN(C(=S)NC1=CCS(=O)(=O)C1)C1CCCCC1	nt	-11
101	Cc1ccc(/C(COc2ccccc2O)=N\O)cc1	5	7
102	COc1ccc(N(C(=O)c2ccco2)S(=O)(=O)c2ccc(F)cc2)cc1	nt	28
103	Cc1ccccc1CNC(=O)Nc1cccs1	-17	51
104	Cc1ccc(Cl)cc1-n1c(=O)cc(N2CC(C)OC(C)C2)[nH]c1=O (centres undefined)	-12	-3
105	CCOc1ccc(Cl)cc1S(=O)(=O)N1CCCC1	-41	-5
106	O=C(Nc1ccccn1)c1ccc(NC(=O)c2ccco2)cc1	-5	-3
107	CCCC(C)C(=O)Nc1nc(C)c(-c2csc(Nc3ccc(Cl)cc3)n2)s1 (centres undefined)	nt	5
108	O=C(NC1CCN(Cc2ccccc2)CC1)c1cc(-c2ccccn2)nc2ccccc12	nt	2
109	CC1(C)Cc2c(C#N)c(N)sc(=S)c2CO1	82*	9
110	Cc1ccc(C)c(-n2nnnc2SCC(=O)c2ccc3c(c2)NC(=O)CO3)c1	50	1
111	O=C1CSc2nc3ccccc3n21	nt	-8
112	NC1(N)OC(CN2C(=O)c3ccccc3C2=O)CS1 (centres undefined)	-15	-2

# Molecules from the list above containing bromine (3):
nr	molecule	HIV RNase H inh	RmlC RmlD mix
48	CCOC(=O)C1=C(C)NC(=O)NC1c1cc(Br)c(O)c(OC)c1 (centres undefined)	-8&24	6
70	O=C(COc1cccc(NC(=O)c2cccc([N+](=O)[O-])c2)c1)c1ccc(Br)cc1	nt	7
93	Brc1ccccc1-c1nnc(COc2cccc3cccnc23)o1	nt	-1

# Remaining list, next part.
nr	molecule	HIV RNase H inh	RmlC RmlD mix
113	CC(SC1CCCC1)C(=O)Nc1ccnn1C(C)C (centres undefined)	4	-13
114	CCCNC(=O)N1[C@H]2CC[C@@H]1C(C(=O)OC)=C(c1cc3ccccc3s1)C2	nt	9
115	CCSc1nnc(NC(=O)C2Cc3ccccc3CN2C(=O)c2ccco2)s1 (centres undefined)	53*	-5
116	Cc1ccn2cc(CNC(=O)c3ccc(Br)o3)nc2c1	-20	-7
117	CCc1ccc2[nH]c3nc(SCC(=O)NNC(=O)c4ccc(C(C)(C)C)cc4)nnc3c2c1	nt	-4
118	O=C(Nc1ccc(-c2nc3cccnc3s2)cc1)c1ccco1	-14	-31
119	CCc1cccc(CC)c1NC(=O)C1CC(=O)N(c2ccc3c(c2)OCCO3)C1 (centres undefined)	nt	14
120	CCN(Cc1ccccc1)C(c1cc2ccc(C)cc2[nH]c1=O)c1nnnn1CCOC (centres undefined)	nt	-13
121	Cc1ccc(OCc2nc(C#N)c(N3CCN(Cc4ccccc4)CC3)o2)cc1	-37	6
122	COC(=O)c1cc(NCc2ccc3c(c2)OCO3)ccc1N1CCOCC1	5	6
123	O=C(CN1CCN(Cc2cccc(Cl)c2)C1=O)NCC1CCCO1 (centres undefined)	nt	7
124	Cc1cccc(S(=O)(=O)N2CN(Cc3ccco3)c3nc4ccccc4nc32)c1	nt	19
125	COc1ccc(CN(C(=O)c2ccco2)C2CC(C)N(C)CC2C)cc1 (centres undefined)	-8	-2
126	C=C(C)CN(CC)c1nc(N)c(C#N)c(CC#N)c1C#N	-60	4
127	CC(C)c1nnc(NC(=O)CCC(=O)NC2CCCCCCC2)s1	nt	6

# Bioassay records from PubChem.
